Compound activity: PubChem, National Center for Advancing Translational Sciences (NCATS)
Nrf2 block: blocks Nrf2 signaling. A549 ARE-Fluc reporter, luciferase luminescence, 18-24 h. Potency, µM (titrated, usually from 46 µM), inactives show at the highest dose activity change, negative = inhibition, actives largely listed as inhibitors. hit rate 2.1% among 360,000. AID 504444; note: potency is the fitted concentration of half-maximal effect; % is set by controls: 0 for no effect and ±100 for the full control effect; nearly all actives have a fitted effect of over 60% in size
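In this cell-based qHTS, ARE-driven firefly luciferase in A549 cells reports Nrf2 activity; the luminescent signal after BugLite lysis is the measured value, with a prior CellTiter-Fluor read for cell health.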
ATXN2 expr inh: inhibitors of ATXN2 expression; HEK-293 ATXN2-luciferase reporter, luminescence, 24 h; hit rate 0.72% among 360,000; Potency, µM (top dose mostly 57 µM), for the others: at the top dose activity change, negative = inhibition, most hits filed as inhibitors; note: potency is the fitted concentration of half-maximal effect; % is set by controls: 0 for no effect and ±100 for the full control effect; nearly all actives have a fitted effect of over 55% in size
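ATXN2-luciferase reporter cells (luciferase flanked by upstream and downstream ATXN2 gene portions) were treated 24 h at 37 °C with compounds at up to 57 uM. SteadyGlo luminescence gave expression; GF-AFC fluorescence gave viability.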
HepG2 tox: HepG2 cytotoxicity, counter-screen for TGF-b inhibitors; HepG2 CAGA-GFP viability, ATP luminescence, 18 h; Potency, µM (doses to about 46.1 µM), inactives show at the highest dose activity change, negative = cytotoxicity, most hits filed as cytotoxic; hit rate 0.76% among 410,000; AID 588856; note: potency is the fitted concentration of half-maximal effect; some results filed as inactive show a strong effect at the top dose
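CellTiter-Glo luminescence gave cytotoxicity after 18 hours at 37 degrees C. The cells were HepG2 CAGA-GFP in 1% FBS DMEM, stimulated with 500 pg/mL TGF-beta after compound addition. %Activity was normalised to no-cell wells (complete cell-killing) and DMSO (no toxicity), and curves were fitted and classified.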
A549 tox: kills or reduces viability of A549 cells in Nrf2 counter-screen | A549 ARE-Fluc cells, CellTiter-Fluor viability, 18-24 h | Potency, µM (doses to about 46 µM), inactives show at the highest dose activity change, negative = cytotoxicity, usual class: inhibitors | hit rate 0.16% among 390,000; note: potency is the fitted concentration of half-maximal effect; % is set by controls: 0 for no effect and ±100 for the full control effect
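A549 ARE_Fluc cells in 5% FBS OPTI-MEM were exposed to compounds in concentration-response for 18-24 h at 37 deg C. Viability was read by CellTiter-Fluor fluorescence (Ex 405/Em 525) after 30 min, before the luciferase read.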
MCF10A rereplic: induces DNA re-replication in MCF 10a normal breast cells | hit rate 2.9% among 350,000 | Potency, µM (series often up to 46.1 µM), for the others: top-dose activity, positive = re-replication, hits mostly activators | MCF 10A DNA re-replication, Hoechst nuclear intensity, 48 h; note: potency is the fitted concentration of half-maximal effect; % of control where 0% means no effect; nearly all actives have a fitted effect of over 50% in size
ATXN viability: cell viability loss in ATXN counter-screen; S2 cells (HEK-293 line with an ATXN2-luciferase reporter) viability, CellTiter-Fluor protease fluorescence, 24 h; hit rate 0.49% among 400,000; Potency, µM (titrated, usually from 56.7 µM), most hits filed as cytotoxic; note: potency is the fitted concentration of half-maximal effect; nearly all actives have a fitted effect of over 40% in size
IL-1B inflam inh: inhibitors of inflammasome signaling (IL-1 beta secretion); THP-1 LPS/ATP IL-1B secretion, AlphaLISA, 16 h; hits give low values; activity change, % at 57.5 µM; hit rate 4.7% among 360,000; AID 743279; in the data active = activity change below about -50%; inconclusive = mostly about -30% to -49%; note: % is set by controls: 0 for no effect and ±100 for the full control effect
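THP-1 cells pretreated 1 hr with compounds (up to 57.5 uM final), then stimulated with LPS (250 ng/mL final) plus ATP (1.25 mM final); secreted IL-1B measured by AlphaLISA after 16 hr, decreased signal indicating inhibition.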
Nrf2 activator: Nrf2 pathway activation; AREc32 ARE-luciferase reporter (MCF7-derived line), luminescence, 24 h; Potency, µM (highest dose often 46.1 µM), for inactives: at the top dose activation, usual class: activators; hit rate 0.31% among 410,000; AID 624171; note: potency is the fitted concentration of half-maximal effect; % of control where 0% means no effect; nearly all actives have a fitted effect of over 65% in size
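Nrf2 activation is followed as ARE-luciferase induction in the AREc32 line after one day of compound treatment; luminescence is read with Steady-Glo.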
TGFb SMAD3 inh: TGF-b pathway inhibition. HepG2 CAGA-GFP TGF-b/SMAD3 reporter, GFP fluorescence, 18 h; TGF-beta stimulated, 500 pg/mL final. Potency, µM (series often up to 46.1 µM), for the others: at the top dose activity, negative = inhibition, most hits filed as inhibitors. hit rate 1.2% among 410,000; note: potency is the fitted concentration of half-maximal effect; % is set by controls: 0 for no effect and ±100 for the full control effect; nearly all actives have a fitted effect of over 65% in size
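Per well, imaged GFP fluorescence of HEPG2 CAGA-GFP cells gives the signal; cells get compound, then TGF-beta (500 pg/mL final), 18 h at 37 degrees C; %Activity versus -TGF-beta and +DMSO controls.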
* = called active by the depositor; i = inactive; ? = inconclusive; nt = no result given; [ ] = another dose, or the depositor's remark. Unless noted, calls come from the whole dose curve; as a rule, active = well fitted curve in the direction sought with a large enough effect; inconclusive = small, poorly fitted or top-dose-only effect, or another doubt; inactive = no such curve, though single readings can be large; an effect the other way counts as inactive or inconclusive.

SMILES	Nrf2 block	ATXN2 expr inh	HepG2 tox	A549 tox	MCF10A rereplic	ATXN viability	IL-1B inflam inh	Nrf2 activator	TGFb SMAD3 inh
O=C(C[n+]1ccc(C(=O)N/N=C/c2ccc(Br)cc2)cc1)c1ccccc1	-20%	-11%	-2%	7%	7%	i	13	3.9%	8%
Cc1nnc(NS(=O)(=O)c2ccc(N=Nc3ccc(N)nc3N)cc2)s1	-26%	-2%	-3%	?	1%	i	28	-0.6%	-5%
Cc1cc(Nc2ccc(C)c(Cl)c2)nc(N2CCOCC2)n1	5%	-1%	-64%	?	?	i	-51*	7.6%	?
CCn1c(=O)c2sccc2n2c(CCC(=O)Nc3cc(C)cc(C)c3)nnc12	2%	8%	10%	-8%	nt	i	nt	-0.1%	-8%
O=C(Nc1cccnc1)c1ccc(COc2cc(Cl)ccc2Cl)o1	?	-30%	-5%	?	?	i	-2	3.0%	?
COc1ccc(NC(=O)CCOc2ccc(C)cc2)cc1S(=O)(=O)N1CCCCC1	11%	?	-9%	0%	10%	i	-12	-1.4%	?
CCCCCCn1c(=O)n2n(c1=O)[C@@H]1CN(S(=O)(=O)c3ccc(C)cc3)C[C@]1(O)[C@@H](OC(=O)NCc1ccc(OC)c(OC)c1)C2	nt	-14%	-25%	nt	nt	?	?	0.3%	?
O=C1c2ccccc2C(=O)N1CCCc1cn(C[C@H]2CC[C@@H]([C@@H]3CC[C@H](Cn4cc(CCCN5C(=O)c6ccccc6C5=O)nn4)O3)O2)nn1	6%	11%	-11%	-2%	1%	i	-24	0.1%	5%
COc1ccc(C(C)C)cc1S(=O)(=O)NCC1CCCO1 (stereo not given)	-15%	5%	-53%	5%	4%	i	-6	1.3%	-3%
Cc1ccc(NC(=S)N2CCc3[nH]c4ccccc4c3C2)cc1	-12%	4%	-20%	5%	-5%	i	-24	0.4%	1%
CNc1nc(NC)nc(NNC(=O)c2ccccc2)n1	-2%	7%	-2%	2%	-2%	?	7	-0.2%	6%
Cc1ccc(S(=O)(=O)Nc2ccc(F)c(S(=O)(=O)N3CCOCC3)c2)cc1	-7%	-5%	9%	1%	-46%[inhibitor]	i	17	0.1%	2%
CCCCNC(=O)c1cn(CC(C)C)c(=O)c2c1c1ccccc1n2C	-1%	6%	6%	-13%	-7%	i	26	-0.2%	-1%
O=C(CSc1nc2ccccc2nc1SCC(=O)N1CCCCC1)N1CCCCC1	?	?	0%	-20%	19%	?	-59*	0.2%	-20%
CCOc1ccccc1CNC(=O)c1ccc2c(c1)nc1n2CCCCC1	nt	nt	-31%	-4%	nt	nt	nt	0.4%	6%
O=C(Nc1cccc(C(F)(F)F)c1)N1CCC(CN2CCCCCC2)CC1	25%	nt	-2%	-2%	nt	nt	nt	-0.6%	0%
COc1ccc(C(=O)NC2CCN(S(=O)(=O)Cc3ccccc3)CC2)c(OC)c1	-20%	-9%	-2%	0%	1%	i	29	0.0%	-4%
COCCN(C(=O)COC(=O)CCCOc1ccccc1)c1c(N)n(Cc2ccccc2)c(=O)[nH]c1=O	-8%	-7%	-2%	2%	2%	i	9	0.0%	-1%
CCCCn1c(N)c(N(CCOC)C(=O)COC(=O)COc2cc(C)ccc2Cl)c(=O)[nH]c1=O	4%	1%	-3%	0%	-1%	i	12	-0.3%	-11%
Cc1cc(C)n(-c2ccc(F)cc2)c(=O)c1C#N	-8%	-29%[11.3 µM]	0%	-1%	-5%	i	-14	-0.1%	-2%
CCN1CCN(C(=O)Cn2ncc3c4ccccc4n(Cc4ccccc4)c3c2=O)CC1	1%	-21%	-14%	-10%	nt	?	nt	0.6%	-27%
COc1ccc(-c2c(-c3ccc(OC)nc3)c3ccccc3n2C)cc1	7%	0%	-32%	16%	5.2µM*	i	-5	5.0%	1%
CCOc1ccc(CCNC(=O)CN2C(=O)NC3(CCCCC3C)C2=O)cc1OCC (stereo not given)	-18%	13%	-2%	2%	7%	i	-1	-0.3%	-8%
CC(=O)c1cccc(NC(=O)Cn2cnc3c2c(=O)n(C)c(=O)n3C)c1	6%	nt	-5%	8%	nt	nt	nt	1.4%	nt
COc1ccccc1C(=O)Nc1ccc(-c2nnn(CC(=O)N3CCOCC3)n2)cc1	?	-23%	-7%	3%	?	i	?	5.1%	-10%
CNS(=O)(=O)c1cc(C(=O)O)ccc1OC	-7%	-12%	2%	0%	-3%[9.22 µM]	i	40	-1.2%	1%
COc1ccc(COC(=O)NC2CCN(S(=O)(=O)c3ccc(OC)cc3)CC2)cc1	-24%	2%	-15%	2%	5%	i	-2	0.2%	0%
Clc1ccccc1CSc1nc(NCCc2ccccc2)c2ccccc2n1	nt	nt	-17%	-3%	nt	nt	nt	16%	-2%
Cc1cccc(C)c1NC(=O)C(c1ccccc1)N1CCC1=O (stereo not given)	-13%	0%	-7%	-5%	0%	i	-14	0.0%	1%
Cc1ccc(NC(=O)C2CC(Cl)=CCC2C(=O)O)c([N+](=O)[O-])c1 (stereo not given)	-11%	nt	0%	-5%	?	i	9	1.1%	-6%
CN(C)N1C(N)=C(C#N)C(c2ccccc2F)C2=C1CC(C)(C)CC2=O (stereo not given)	6%	nt	4%	2%	-5%	i	-1	-0.5%	18%
CCOC(=O)c1c(NC(=O)CN2CCCCC2)sc(CN(C)C)c1-c1ccccc1	27%	-30%	-9%	0%	26µM*	?	-60*	4.8%	-12%
O=C1N/C(=C\c2ccc(N3CCOCC3)c(F)c2)C(=O)N1Cc1ccccc1	-9%	?	-3%	-19%	?	?	32	-0.8%	1%
CC(=O)c1ccc2c(c1)c(C#N)c1ccccc1[n+]2[O-]	2%	-7%	-22%	8%	-8%	nt	7	3.4%	-20%
Cc1ccc(NC(=O)CSCc2ccc(F)cc2)cc1	?	50%[activator]	8%	0%	-1%	?	-15	0.6%	6%
COc1ccccc1N1CCN(C(=O)c2ccc(-c3nc4ccccc4s3)o2)CC1	3%	13%	-47%	-2%	?	i	13	0.0%	?
COc1nc(-c2ccccc2)ccc1-c1noc(-c2ccco2)n1	?	80%[activator]	-24%	16%	14%	i	-13	20%	-24%
Cc1ccc2occ(/C=N/NC(=O)c3ccccc3Br)c(=O)c2c1	-12%	6%	12%	8%	95%	i	-3	-0.5%	2%
COC(=O)[C@@H]1C[C@H]2CC[C@H](O)C[C@H]2N1Cc1ccccc1OC(=O)c1cccs1	2%	7%	-7%	-5%	0%	i	22	0.4%	-19%
CN(c1cc(Cl)c2c(c1)OCO2)c1cc2c(c3c1ccn3C)C1CCC2C1 (stereo not given)	nt	-6%	-73%	nt	nt	i	52	0.6%	?
Cc1ccc(S(=O)(=O)N2CCOCC2)cc1C(=O)OCC(=O)N1CCCCC1	15%	-4%	-2%	9%	13%	i	-1	1.4%	-3%
C=C1OC(CO)(n2cnc3c(N)ncnc32)C(O)C1O (stereo not given)	4%	nt	8%	-3%	nt	nt	nt	nt	-2%
[O-]/[N+](=C\c1ccco1)c1ccc(Cl)cc1	?	nt	-12%	0%	7%	i	-3	19%	-2%
COc1cc(C(=O)NCc2nnc(SCC(=O)c3ccccc3)o2)cc(OC)c1OC	-24%	nt	-13%	5%	10%	i	31	6.1%	-24%
Cc1ccc(C(=O)Nc2ccncc2)c(Cl)c1	?	1%	6%	-10%	?	i	?	0.7%	1%
COc1cc(-c2cc3nc(C)c(C)c(=O)n3[nH]2)cc(OC)c1OC	5%	7%	4%	13%	0%	i	-26	0.4%	-6%
CCc1ccc(S(=O)(=O)N2CCN(Cc3ccco3)CC2)cc1	4%	-19%	4%	?	?	nt	-15	1.7%	-14%
CCN(CC(=O)Nc1cccc(F)c1)CC(=O)Nc1ccc2c(c1)OCCO2	nt	nt	-19%	nt	nt	i	-7	-0.2%	-14%
O=c1cc(CO)oc2ccccc12	2%	6%	-4%	6%	-3%	i	14	-0.7%	5%
O=C(c1ccoc1)N1CCC2(CC1)Oc1ccc(F)cc1C(=O)C21CC(c2cccnc2)=NO1 (stereo not given)	-7%	-7%	-16%	6%	-1%	i	-17	-0.3%	-12%
O=c1c2ccccc2nc2sc(Nc3cccc(C(F)(F)F)c3)nn12	nt	5%	-6%	1%	nt	i	nt	-1.2%	-1%
CCCC(=O)N1CCC1(C)C(=O)NS(=O)(=O)c1ccc(C#N)cc1 (stereo not given)	nt	9%	18%	nt	nt	i	0	0.6%	1%
CC1=C(C(=O)OC2CCC(C)CC2)C(c2ccc(O)c([N+](=O)[O-])c2)NC(=O)N1 (stereo not given)	-7%	7%	-22%	-14%	-2%	?	2	5.9%	-6%
Cc1cnc(C(=O)Nc2cc(F)ccc2C)cn1	26%	18%	-11%	16%	8%	i	-2	7.1%	-6%
CC(C)(C)NC(=O)NC(=O)COC(=O)CNS(=O)(=O)/C=C/c1ccccc1	0%	-31%	2%	?	-3%	i	-4	0.5%	-8%
CCCCCCOc1ccc(N2C(=O)CC(S/C(N)=N/N=C(\C)c3cccs3)C2=O)cc1 (stereo not given)	?	-9%	-67%	-29%	0%	i	11	3.6%	?
COc1ccc(Cc2nc3ccc(C(=O)NC(C)C)cc3o2)cc1	28%	63%[activator]	-2%	-4%	1%	i	9	0.6%	21%
COc1ccc(-c2csc(/C(C#N)=C\c3ccc(OC)c([N+](=O)[O-])c3)n2)cc1	-23%	-16%	-9%	11%	?	i	6	-0.5%	14%

Full records, quoted from the list. Order of values: Nrf2 block | ATXN2 expr inh | HepG2 tox | A549 tox | MCF10A rereplic | ATXN viability | IL-1B inflam inh | Nrf2 activator | TGFb SMAD3 inh
Profile of Cc1ccc(NC(=O)C2CC(Cl)=CCC2C(=O)O)c([N+](=O)[O-])c1 (stereo not given) = -11% | nt | 0% | -5% | ? | i | 9 | 1.1% | -6%
Profile of Cc1ccc(NC(=S)N2CCc3[nH]c4ccccc4c3C2)cc1 = -12% | 4% | -20% | 5% | -5% | i | -24 | 0.4% | 1%
